Compound activity: PubChem BioAssay, several laboratories
MC4R barr agon – agonists of human melanocortin 4 receptor (MC4R) beta-arrestin | P32245 | U2OS MC4R beta-arrestin complementation, luminescence; percent of melanotan II response, DMSO zero | activation, % at 8.9 µM | hit rate 0.98% among 360,000 | AID 540308;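 active = activation above a per-plate cutoff, the mean activation of sample wells on that plate plus 3 SD, cut at about 8% in these data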
N-glyco inh – N-linked glycosylation inhibition | D54 ERlucT glycosylation luciferase reporter, 24 h; percent of 100 nM tunicamycin response | reporter increase, % at 12.5 µM | hit rate 0.23% among 360,000;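 active = mean luciferase reporter signal, scaled so untreated is 0 and the glycosylation-blocking control 100, at or above a set limit in every replicate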;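 note: luciferase carries N-glycosylation sites so blocking glycosylation raises the light; 0% = median of neutral control wells and 100% = median of 100 nM tunicamycin wells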
iPSC survival up – increases survival of single human iPS cells. hiPSC single-cell survival, ATPlite luminescence; 100% = ROCK inhibitor wells, 0% = DMSO. survival enhancement, % at 20 µM. hit rate 0.044% among 360,000; in the data active = survival enhancement above about 18%;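 note: cells exposed to compounds for 16 hours before the ATP read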
Cardio protect – myocardial damage modulation in H9c2 cells. hit rate 0.63% among 360,000. H9c2 cardiomyocytes, H2O2 injury protection, ATPLite, 2 h. AID 588492. protection from H2O2 cell death, % at 20 µM;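 active = compounds giving at least 50% protection of heart cells from peroxide-induced death in the single-dose screen, raw or plate-pattern-corrected value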;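 note: 0% = DMSO wells with peroxide and 100% = DMSO wells without peroxide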
MC4R antag cAMP – antagonists of human melanocortin 4 receptor (MC4R); MC4R-expressing cells, MTII-stimulated cAMP, LANCE TR-FRET; inhibition, % at 6.5 µM; hit rate 0.48% among 360,000; AID 540295;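 active = inhibition above its plate's cutoff, the mean of tested wells on that plate plus 3 SD, cut at about 29% in these data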;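 note: 0% = Melanotan II alone and 100% = Melanotan II plus saturating MCL0020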
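System: U2OS cells stably expressing human melanocortin 4 receptor (MC4R). Reagent: Melanotan II challenge after compound preincubation. Doses: 6.5 µM. Times: 30-min compound, 1-h challenge, 1-h detection, room temperature. Measured by: TR-FRET with Eu-cAMP and labeled anti-cAMP, 671 nm. Replicates: singlicate.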
aDG glyco act – alpha-DG glycosylation activation. Pro5-aDG cells, alpha-DG glycosylation AlphaScreen (IIH6); 0% Pro5, 100% B10-LARGE cell signal. activation, % at 10 µM. hit rate 0.22% among 360,000;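 active = activation of at least 8% versus controls, or a plate z-score of at least 8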;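 note: Pro5 are CHO cells carrying HIG-tagged alpha-DG that lacks glycosylation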
ABHD5 PLIN5 PPI – inhibitors of human ABHD5-perilipin-5 interaction; Q00G26+Q8WTS1; Split G. princeps luciferase complementation, luminescence, 4 h; inhibition, % at 4 µM; hit rate 0.78% among 360,000;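 active = inhibition above the mean inhibition across every tested compound plus 3 SD, cut at about 22% in these data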;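 note: 0% = DMSO only wells and the 100% control is not disclosed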
m5-HT2A agonist – activates the mouse 5-HT2A serotonin receptor. P35363. CHO-K1 mHTR2A beta-arrestin complementation, luminescence; percent of 30 µM serotonin response. activation, % at 7.6 µM. hit rate 0.66% among 360,000. AID 624169;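 active = activation above a run cutoff, the mean activation of all tested compounds plus 3 SD, cut at about 14% in these data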;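 note: 0% = plate median of compound wells and 100% = 30 µM serotonin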
Granule exo inh – lytic granule exocytosis inhibition; TALL-104 LAMP-1 surface exposure, flow cytometry; cells stimulated with thapsigargin and PMA; inhibition, % at 10 µM; hit rate 0.66% among 360,000; AID 651702;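 active = inhibition above about 55%, limit read from the data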
ABCB6 inh 2 – inhibitors of human ABC transporter ABCB6; K562-ABCB6 porphyrin accumulation, flow cytometry, 1 h; hits give low values; hit rate 0.19% among 360,000; fluorescence ratio to DMSO, % at 10 µM; Q9NP58;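 active = fluorescence ratio to DMSO below 75%, the collection mean minus 3 SD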;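 note: signal is porphyrin accumulated inside mitochondria; 100% equals median channel fluorescence of DMSO control wells; lower ratio means ABCB6 inhibition with less porphyrin fluorescence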
Target sequence (Q9NP58 whole entry, looked up): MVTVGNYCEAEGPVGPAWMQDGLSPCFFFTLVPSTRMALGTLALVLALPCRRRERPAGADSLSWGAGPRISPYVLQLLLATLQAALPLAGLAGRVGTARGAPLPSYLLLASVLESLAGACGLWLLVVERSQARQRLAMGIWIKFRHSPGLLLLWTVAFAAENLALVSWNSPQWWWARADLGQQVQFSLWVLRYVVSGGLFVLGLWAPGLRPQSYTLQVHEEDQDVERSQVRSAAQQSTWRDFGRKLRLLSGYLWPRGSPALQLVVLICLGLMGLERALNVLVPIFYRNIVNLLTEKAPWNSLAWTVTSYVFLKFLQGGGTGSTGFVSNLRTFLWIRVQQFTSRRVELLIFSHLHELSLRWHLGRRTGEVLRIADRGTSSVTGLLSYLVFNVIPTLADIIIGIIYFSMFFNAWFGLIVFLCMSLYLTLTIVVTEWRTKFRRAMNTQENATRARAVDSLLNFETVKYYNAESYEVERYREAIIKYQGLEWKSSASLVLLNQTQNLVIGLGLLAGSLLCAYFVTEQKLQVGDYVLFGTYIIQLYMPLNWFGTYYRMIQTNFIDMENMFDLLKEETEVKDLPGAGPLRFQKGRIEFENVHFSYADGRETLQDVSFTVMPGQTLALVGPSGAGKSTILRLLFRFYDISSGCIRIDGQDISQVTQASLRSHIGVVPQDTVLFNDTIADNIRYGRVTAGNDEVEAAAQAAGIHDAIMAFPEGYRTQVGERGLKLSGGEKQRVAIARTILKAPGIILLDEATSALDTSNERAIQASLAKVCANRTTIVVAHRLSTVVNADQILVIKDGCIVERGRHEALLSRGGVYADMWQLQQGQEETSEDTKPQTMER
Active calls of the source: *; . = not tested or not shown.

Letters: A = MC4R barr agon; B = N-glyco inh; C = iPSC survival up; D = Cardio protect; E = MC4R antag cAMP; F = aDG glyco act; G = ABHD5 PLIN5 PPI; H = m5-HT2A agonist; I = Granule exo inh; J = ABCB6 inh 2
CCC(C)NC(=O)Cc1c(C)c2cc3c(cc2oc1=O)OC(C)(C)CC3 (stereo unspecified)
  A: -0.6	B: 1	C: -0.5	D: -4	E: 17	F: 0.0	G: 0	H: 2	I: 4	J: 95

CC(C)(C)OC(=O)C[C@@H]1C/C=C\C[C@@H](CC(=O)N(CCO)Cc2ccccc2)C(=O)NC[C@H](c2ccccc2)OC1=O
  A: -2.1	B: -1	C: 1.8	D: 92*	E: 19	F: 0.8	G: -4	H: -3	I: 76*	J: 91

O=C(Nc1cccc2cccnc12)c1ccc(Br)cc1Br
  A: 1.4	B: -1	C: -0.3	D: 3	E: -4	F: -0.1	G: 4	H: 3	I: -2	J: 102

COC(=O)c1ccc(CN2CCCC(C(=O)Nc3cccc(-n4cnnn4)c3)C2)cc1 (stereo unspecified)
  A: -1.6	B: 0	C: 0.6	D: -4	E: 3	F: 0.0	G: 9	H: -10	I: 1	J: 91

NC(N)=NS(=O)(=O)c1ccc(NC(=S)NC(=O)c2ccc(Br)cc2)cc1
  A: -4.0	B: 1	C: 2.6	D: -13	E: 12	F: 0.3	G: 3	H: -7	I: 21	J: 95

CC1C(=O)Nc2ccc(S(=O)(=O)Nc3ccccc3Br)cc2NC1=O (stereo unspecified)
  A: -0.2	B: 0	C: 0.7	D: 18	E: -2	F: -0.5	G: 4	H: 10	I: 1	J: 100

COC(=O)C(NC(=O)c1ccccc1)(Nc1nccs1)C(F)(F)F (stereo unspecified)
  A: -0.9	B: -1	C: -0.8	D: 3	E: 1	F: -0.3	G: -2	H: 3	I: -5	J: 97

COc1ccc(F)cc1C(=O)C1CCCN(C(=O)CCN2CCCCO2)C1 (stereo unspecified)
  A: -0.2	B: -1	C: -0.1	D: 1	E: 1	F: -0.1	G: 1	H: 2	I: -3	J: 100

CC(=O)c1cccc(NC(=O)COC(=O)CCNS(=O)(=O)c2ccccc2)c1
  A: -1.7	B: 1	C: -0.8	D: 3	E: 5	F: 0.3	G: -4	H: -3	I: -4	J: 99

N/C(=N\OC(=O)c1ccc(Cl)cc1)c1ccn[nH]1
  A: -0.2	B: -15	C: -0.5	D: -19	E: 6	F: 0.0	G: 6	H: 4	I: 4	J: 97

Cc1cccnc1NC(=O)Nc1cccc(F)c1
  A: 0.3	B: 4	C: 1.8	D: 2	E: 3	F: 0.4	G: 5	H: 1	I: -4	J: 94

COc1ccc(OC)c(C(=O)/C=C/c2ccccc2C(F)(F)F)c1
  A: 1.2	B: 18	C: -0.7	D: -19	E: 8	F: -0.2	G: 17	H: -2	I: -1	J: 99

CCSc1ccc([C@@H]2[C@H]3C(=O)N(C)C(=O)[C@H]3[C@]3(C(=O)OC)CCCCN23)cc1
  A: 0.5	B: 0	C: -2.1	D: -9	E: 1	F: 0.0	G: 7	H: 17*	I: -4	J: 93

Cn1c(O)c(N=Nc2nc(-c3ccccc3)cs2)c2ccccc21
  A: -4.0	B: 3	C: 2.9	D: 62*	E: 1	F: -0.1	G: 1	H: -1	I: 5	J: 110

Cc1cccc(/C=c2\s/c(=C\C(=O)C(C)(C)C)[nH]c2=O)c1
  A: 1.1	B: 6	C: 3.2	D: 3	E: 11	F: -0.1	G: -1	H: -2	I: 4	J: 97

Further results:
Letters: A = MC4R barr agon; B = N-glyco inh; C = iPSC survival up; D = Cardio protect; E = MC4R antag cAMP; F = aDG glyco act; G = ABHD5 PLIN5 PPI; H = m5-HT2A agonist; I = Granule exo inh; J = ABCB6 inh 2
O=C(Oc1ccccc1O)c1cccc2ccccc12
  A: 0.1	B: -2	C: -1.8	D: 30	E: 8	F: 0.2	G: -1	H: 1	I: -4	J: 104

COc1ccc(CN2C(=O)C(CC(=O)NC3CCCC3)CC(C(=O)N3CCOCC3)=C2C)cc1 (stereo unspecified)
  A: .	B: 0	C: 4.6	D: 0	E: .	F: 0.1	G: -7	H: 6	I: 4	J: 101

Cc1ccc(-n2nnnc2Sc2ccc(S(=O)(=O)NCCN(C)C)cc2[N+](=O)[O-])cc1
  A: 5.0	B: -14	C: -1.1	D: -7	E: 2	F: -0.3	G: 31*	H: -6	I: 7	J: 103

O=S(=O)(NNC(=S)Nc1ccc(S(=O)(=O)Nc2ncccn2)cc1)c1ccc(Br)cc1
  A: -3.0	B: 0	C: -0.3	D: 5	E: -3	F: -0.2	G: -22	H: -2	I: 0	J: 95

O=C(O)CCCCCN1C(=O)C2CCCCC2C1=O (stereo unspecified)
  A: -1.3	B: 2	C: 0.4	D: 1	E: -1	F: -0.2	G: -6	H: -3	I: 1	J: 102

Cc1cc(=O)[nH]c(-c2cccs2)n1
  A: -0.2	B: 2	C: 0.0	D: 5	E: 18	F: -0.2	G: -8	H: -5	I: 5	J: 94

Cc1cccc(OCC(=O)Nc2cc(S(=O)(=O)N3CCOCC3)ccc2N2CCCC2)c1C
  A: 2.3	B: -2	C: 0.1	D: -14	E: 4	F: 7.4*	G: 19	H: -7	I: -2	J: 103

Cc1nc(N2CCOCC2)nc(N2CCCC2)c1[N+](=O)[O-]
  A: -0.8	B: 1	C: -1.5	D: -9	E: -5	F: -0.1	G: 6	H: 3	I: 0	J: 103

CCC1CCCCN1C(=O)CCc1nnc(C2CCCCC2)o1 (stereo unspecified)
  A: -1.4	B: 2	C: -0.5	D: -1	E: -2	F: 0.1	G: 1	H: 7	I: 0	J: 98

CC1CCCCC1NC(=O)NC(=O)COC(=O)c1ccc(OC(F)F)cc1 (stereo unspecified)
  A: 10*	B: 0	C: -0.4	D: -5	E: -1	F: -0.1	G: -3	H: 0	I: -1	J: 102

COCc1cc(C)nc(N2CCNCC2)c1C#N
  A: -1.6	B: 0	C: 0.3	D: 3	E: 4	F: -0.1	G: 3	H: -5	I: -4	J: 97

Cc1ccc(C)c(NC2=C(Cl)C(=O)OC2OC(=O)c2ccco2)c1 (stereo unspecified)
  A: 0.5	B: 15	C: -0.2	D: 3	E: -3	F: 0.4	G: 9	H: 1	I: 2	J: 98

Cc1ccc(CC(=O)NCc2ccc(Cl)cc2)cc1
  A: -0.9	B: 18	C: -3.2	D: 15	E: 4	F: -0.5	G: 3	H: 4	I: 3	J: 99

COCCNC(=O)CSc1nnc2c(Cl)cc(Cl)cn12
  A: 0.9	B: 3	C: 2.8	D: 4	E: 2	F: -0.3	G: 3	H: 5	I: 0	J: 106

O=C(CN1C(=O)c2ccccc2C1=O)Nc1ccccc1C(=O)NC1CCCCC1
  A: -1.4	B: 2	C: -0.7	D: 2	E: 2	F: 0.1	G: 2	H: 1	I: -1	J: 95

Next part:
| SMILES | MC4R barr agon | N-glyco inh | iPSC survival up | Cardio protect | MC4R antag cAMP | aDG glyco act | ABHD5 PLIN5 PPI | m5-HT2A agonist | Granule exo inh | ABCB6 inh 2 |
| --- | --- | --- | --- | --- | --- | --- | --- | --- | --- | --- |
| O=C(NN1C(=O)C2C3CCC(O3)C2C1=O)c1ccc(Br)o1 (stereo unspecified) | -1.9 | 2 | -1.4 | -8 | 2 | -0.2 | 5 | 5 | 0 | 95 |
| Cn1c2c(c(=O)n(C)c1=O)C(c1cc3c(cc1Br)OCO3)CC(=O)N2 (stereo unspecified) | -0.3 | 1 | -0.6 | 11 | 1 | 0.0 | 1 | -3 | -2 | 95 |
| Cc1ccc(NC(=O)CN(C)CC(=O)Nc2ccc(N3CCOCC3)cc2)c(C)c1 | -1.2 | -1 | 3.1 | 1 | 0 | -0.1 | -2 | 0 | 0 | 95 |
| CC(C)(C)C(c1nc2ccccc2[nH]1)n1c(-c2ccco2)nc2ccccc21 (stereo unspecified) | . | . | . | . | . | 0.0 | -4 | -5 | 8 | . |
| CC(C)C12CN3CC(C(C)C)(CN(C1)C3c1ccco1)C2=O (stereo unspecified) | -1.1 | 1 | 4.4 | 1 | 12 | 0.2 | 2 | 7 | 0 | 87 |
| Brc1ccc(CSc2ccc3nnc(-c4ccccn4)n3n2)cc1 | 0.8 | 12 | -0.4 | 26 | -12 | 0.2 | 9 | -8 | 2 | 100 |
| CCOC(=O)c1cccc(C2=CC(=O)C[C@H](c3ccc(OC)c(OC)c3)C2)c1 | 1.5 | 0 | 3.7 | -6 | 22 | 0.3 | 11 | 11 | -3 | 93 |
| CC1CCCCC1NC(=O)CSc1ccc([N+](=O)[O-])cc1 (stereo unspecified) | -0.9 | -4 | -0.6 | -6 | 17 | -0.1 | -1 | -2 | -1 | 93 |
| Cc1ccc(P(=O)(CO)c2ccc(C)cc2)cc1 | 1.9 | 0 | -2.6 | 0 | 12 | -0.1 | 6 | 15* | 0 | 95 |
| Cc1ccc(S(=O)(=O)N2C[C@H]3[C@H]4C(=O)N(C)C(=O)[C@H]4CC(=O)[C@H]3[C@@H]2c2ccccc2Cl)cc1 | . | 5 | -0.9 | 3 | . | 0.2 | 6 | -1 | -2 | 98 |
| CCOc1ccc(N(CC(=O)NC2CCCCC2)C(=O)CNC(=O)c2ccco2)cc1 | 0.5 | 1 | 1.3 | 12 | 0 | -0.2 | 1 | -3 | 0 | 96 |
| CCN1C(=O)N(CC)C2C1N(C(C)=O)C(=O)N2C(C)=O (stereo unspecified) | -0.6 | 1 | 3.4 | 7 | 1 | 0.0 | 0 | 6 | 0 | 92 |
| Cc1cccc(Oc2nc(-c3ccccn3)nc3ccccc23)c1 | -0.8 | 0 | -0.3 | -3 | 5 | 2.5 | -9 | -5 | -1 | 96 |

Structures from the list above that have bromine (7):
| SMILES | MC4R barr agon | N-glyco inh | iPSC survival up | Cardio protect | MC4R antag cAMP | aDG glyco act | ABHD5 PLIN5 PPI | m5-HT2A agonist | Granule exo inh | ABCB6 inh 2 |
| --- | --- | --- | --- | --- | --- | --- | --- | --- | --- | --- |
| O=C(Nc1cccc2cccnc12)c1ccc(Br)cc1Br | 1.4 | -1 | -0.3 | 3 | -4 | -0.1 | 4 | 3 | -2 | 102 |
| NC(N)=NS(=O)(=O)c1ccc(NC(=S)NC(=O)c2ccc(Br)cc2)cc1 | -4.0 | 1 | 2.6 | -13 | 12 | 0.3 | 3 | -7 | 21 | 95 |
| CC1C(=O)Nc2ccc(S(=O)(=O)Nc3ccccc3Br)cc2NC1=O (stereo unspecified) | -0.2 | 0 | 0.7 | 18 | -2 | -0.5 | 4 | 10 | 1 | 100 |
| O=S(=O)(NNC(=S)Nc1ccc(S(=O)(=O)Nc2ncccn2)cc1)c1ccc(Br)cc1 | -3.0 | 0 | -0.3 | 5 | -3 | -0.2 | -22 | -2 | 0 | 95 |
| O=C(NN1C(=O)C2C3CCC(O3)C2C1=O)c1ccc(Br)o1 (stereo unspecified) | -1.9 | 2 | -1.4 | -8 | 2 | -0.2 | 5 | 5 | 0 | 95 |
| Cn1c2c(c(=O)n(C)c1=O)C(c1cc3c(cc1Br)OCO3)CC(=O)N2 (stereo unspecified) | -0.3 | 1 | -0.6 | 11 | 1 | 0.0 | 1 | -3 | -2 | 95 |
| Brc1ccc(CSc2ccc3nnc(-c4ccccn4)n3n2)cc1 | 0.8 | 12 | -0.4 | 26 | -12 | 0.2 | 9 | -8 | 2 | 100 |
